UTI89 phage lysis: inhibition of K1F phage lysis, E. coli UTI89, bacterial capsule biogenesis inhibitors, alamar blue (AID 488966) | E. coli UTI89 K1F phage lysis, alamar blue, 2 h; higher % means a stronger effect | inhibition, % at 100 µM; hits with a dose series show IC50 in µM | actives 0.02% (n = 340,000);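 active means phage lysis inhibition, versus mean bacterial control, above a set limit; inconclusive means no clear call, values can overlap the other calls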;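 further: capsule biogenesis inhibitors block K1F phage lysis so surviving cells raise fluorescence; higher fluorescence means more inhibition of phage lysis; actives were called in the ten point dose series up to 300 µM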
human PMI inhibition: MPI enzyme activity inhibition – biochemical, fluorescence intensity, coupled assay, primary screen (AID 1209); purified PMI enzyme, coupled fluorescence intensity; higher % means a stronger effect; inhibition, % at 20 µM; hits with a dose series show IC50 in µM; actives 0.42% (n = 190,000);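 further: plate controls were DMSO vehicle for no effect and wells lacking substrate for full effect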
P. falciparum M17LAP: P. falciparum M17LAP inhibitors, primary screen, biochemical, fluorogenic H-Leu-NHMec substrate, 1536-well (AID 1619) | inhibition, % at 30 µM; hits with a dose series show IC50 in µM | actives 0.38% (n = 220,000) | recombinant M17LAP, H-Leu-NHMec fluorogenic kinetic assay; higher % means a stronger effect;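 active means compound inhibiting the enzyme by more than half at any dose during confirmatory dose-response retesting; inconclusive means strong single-dose inhibitors picked by rank but not retested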;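 further: plate controls were full reaction with DMSO carrier for no effect and no enzyme background for full effect; strong numbers were not always called active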
P. falciparum M1AAP: malaria alanyl aminopeptidase activity blockers – biochemical, fluorogenic H-Leu-NHMec substrate, 1536-well (AID 1445) | recombinant M1AAP, H-Leu-NHMec fluorogenic kinetic assay; higher % means a stronger effect | one-dose inhibition, % at 30 µM; IC50 in µM for titrated hits | actives 0.42% (n = 220,000);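 active means primary inhibition above the hit cutoff, then over 50% inhibition at one or more dose response concentrations, cut at about 23% in these data, passing the limit was not always enough; inconclusive means conflicting primary data, or primary hits not chosen for dose response; inactive means low primary inhibition, or under 50% at every dose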;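 further: plate controls were DMSO full reaction for no effect and no enzyme background for full effect; strong numbers were not always called active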
T cell HTS: T cell immune modulators affecting CD8 T cell-vesicle binding. 2C CD8+ T cell-vesicle binding, flow cytometry; active compounds read low. calls only at 7 µM. actives 0.068% (n = 330,000);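 active means response, share of CD8 T cells binding vesicles, and their 90th percentile fluorescence all below set limits, cut at about 80% in these data, passing the limit was not always enough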
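Assay system – 2C mouse CD8+ T cells · Also added – QL9-loaded Drosophila micro-vesicles · Timing – Cell–vesicle co-incubation 1.5 h at 37 °C, staining 20 min on ice · Signal – flow cytometry of vesicle-bound cells · Measure – percent CD8+ FL2 mean versus row control · Controls – Peptide-free naked vesicles (low) and QL9 vesicles with 0.7% DMSO vehicle (high)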
PMI inhibition: human PMI inhibitors, high substrate, primary screen, biochemical, fluorescence intensity, high mannose 6-phosphate (AID 1220). actives 0.66% (n = 190,000). recombinant PMI enzyme, coupled fluorescence intensity; higher % means a stronger effect. one-dose inhibition, % at 20 µM; IC50 in µM for titrated hits
West Nile antiviral: inhibition of WNV-induced cytopathic effect – cell-based, CPE readout (AID 1621); West Nile virus-infected cells, CPE inhibition; higher % means a stronger effect; CPE inhibition, % at 10 µM, or IC50 in µM where a hit was titrated; actives 0.02% (n = 290,000); in the data active means a potency from the dose series; inconclusive means CPE inhibition mostly from about 3.7% at the one dose, without a potency; inactive means the rest, 99 in 100 with CPE inhibition below about 2.2%; further: strong numbers were not always called active
TNAP activation fold: stimulation of alkaline phosphatase TNAP activity – biochemical, luminescent, no phosphate acceptor, uHTS, primary screen (AID 1001). purified TNAP, luminescent activation assay, no phosphate acceptor; higher activation fold means a stronger effect. activation fold at 20 µM, or EC50 in µM where a hit was titrated. actives 0.03% (n = 200,000); in the data active means activation fold from about 3, or a potency from the dose series; inactive means the rest, 99 in 100 with activation fold below about 1.6; further: many of its hits are not listed in these tables
RSV antiviral HEp-2: RSV antiviral activity via CPE protection, HEp-2 cells, primary 10 µM value included (AID 2391); HEp-2 cells, RSV-induced CPE inhibition; higher % means a stronger effect; actives 0.13% (n = 310,000); CPE inhibition, % at 10 µM; hits with a dose series show IC50 in µM; in the data active means a potency from the dose series; inconclusive means CPE inhibition mostly from about 23% at the one dose, without a potency; inactive means the rest, 99 in 100 with CPE inhibition below about 21%; further: strong numbers were not always called active
T cell HTS vesicle-bound %: also measured in T cell HTS; calls as there; double positive events, %; measured here: CD8+ vesicle-bound cell fraction;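 binding gate set so that unloaded-vesicle control wells show 10% double positive cells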
Active calls of the source: *; i = inactive; u = inconclusive; x = no result given; [ ] = remark or other dose. Unless noted, no stated cut-off is given here; in the data, active means inhibition above about 50%; inactive means the rest. Rows were taken by chance (roughly 1.5% active in at least one column).

item	molecule	UTI89 phage lysis	human PMI inhibition	P. falciparum M17LAP	P. falciparum M1AAP	T cell HTS	T cell HTS vesicle-bound %	PMI inhibition	West Nile antiviral	TNAP activation fold	RSV antiviral HEp-2
1	Cc1cc(N2C(=O)C(O)=C(C(=O)c3cc4ccccc4o3)C2c2cccc(Cl)c2)no1 (stereo not drawn)	-0.2%	x	x	x	i	34	x	0.2%	x	2.4%
2	CCOc1ccc(NC(=O)N2CCC(NC(=O)C(Cc3ccccc3OC)NC(C)=O)CC2)cc1 (stereo not drawn)	0.0%	x	x	x	i	45	x	-0.1%	x	0.5%
3	COc1ccc(Cc2nnc3n2N=C(c2cc4ccccc4o2)CS3)cc1OC	1.1%	x	x	x	i	8	x	-0.2%	x	4.5%
4	COc1cccc(-c2cc(C(=O)N3CCN(Cc4ccc5c(c4)OCO5)CC3)on2)c1	4.9%	x	x	x	i	8	x	-0.2%	x	1.2%
5	Cc1ccc(/C=N\n2c(-c3ccccc3)n[nH]c2=S)s1	1.4%	3%	4%	3%	i	36	3%	0.6%	0.7	2.8%
6	Cc1cccc(-c2noc(CNC(=O)c3ccoc3C)n2)c1	1.2%[50 µM]	x	x	x	i	68	x	-1.1%	x	2.2%
7	CN(Cc1cccc(-n2cccn2)c1)Cc1cn(C)nc1-c1ccccc1F	0.1%	7%	x	x	i	46	7%	-1.3%	1.1	0.2%
8	c1cc2c3c(cccc3c1)NC1(CCCCCC1)N2	0.6%	20%	8%	-1%	i	23	6%	0.6%	1.1	2.6%
9	Cc1cc[n+]2n1CC(O)C2 (stereo not drawn)	x	x	20%	10%	i	19	x	0.3%	x	1.6%
10	CCn1nc(CC(=O)Nc2ccc(-n3cnnn3)c(C)c2)c2ccccc2c1=O	0.4%	-9%	4%	6%	i	27	-6%	0.1%	1	2.4%
11	Cc1nc(CN2CCN(Cc3nc(C(c4ccccc4)c4ccccc4)no3)CC2)cs1	x	4%	-5%	-8%	i	38	-1%	-1.5%	1.1	0.3%
12	CCOCCCNC(=O)c1cn(CC)c2ccc(S(=O)(=O)N3CCCC3)cc2c1=O	0.1%	x	x	x	i	22	x	-0.2%	x	0.5%
13	COc1ccc(N2CCN(C(CNC(=O)c3ccco3)c3cccnc3)CC2)cc1 (stereo not drawn)	0.5%	6%	14%	3%	i	47	12%	-0.1%	1.1	2.6%
14	COc1ccc2cc3cc(C(=O)NCCN4CCN(c5ccccc5F)CC4)oc3nc2c1	3.2%	10%	-32%	0%	i	37	10%	x	1	u
15	Cc1cc(-c2n[nH]c(=S)n2/N=C/c2ccccc2[N+](=O)[O-])n[nH]1	-1.1%	12%	1%	13%	i	46	8%	0.5%	1.4	1.3%
16	CCCCNC(=S)N(C)/N=C/c1ccc(OCC(=O)Nc2c(C)cc(C)cc2C)c(OC)c1	0.4%	4%	-3%	1%	i	64	0%	-0.6%	1	4.6%
17	CN(C)c1cc[n+](CCC(=O)Nc2cccc([N+](=O)[O-])c2N)cc1	1.4%[50 µM]	14%	6%	7%	i	18	4%	0.1%	1.1	0.8%
18	COc1cccc(NC(=O)N2CCC(NC(=O)C(Cc3cccc(C)c3)NC(C)=O)CC2)c1 (stereo not drawn)	-0.1%	x	x	x	i	31	x	-0.4%	x	-0.2%
19	O=C(CCCCCNc1nc(=S)[nH]c2ccccc12)NCCC1=CCCCC1	2.9%	-7%	-8%	3%	i	27	-7%	0.0%	1.1	-0.2%
20	COc1cc2c(c(OCC(=O)NC(C)C)c1)C(=O)O[C@@H](C)CCCC(=O)CCCCC2	0.3%	x	x	x	i	51	x	1.2%	x	3.0%
21	CN(C(=O)COC(=O)c1ccccc1Cc1ccccc1)C1CCS(=O)(=O)C1 (stereo not drawn)	2.4%[50 µM]	x	x	x	i	25	x	-0.4%	x	3.2%
22	O=C1NC(SCCCF)=N/C1=C/c1ccc(-n2cncn2)cc1	1.6%[50 µM]	x	-7%	-1%	i	30	x	0.3%	x	0.3%
23	Cn1c(=O)c2c(O)cc(=O)[nH]c2n(-c2ccccc2)c1=O	1.6%	13%	-7%	0%	i	50	12%	x	1	0.9%
24	COc1ccc(OCCNc2c([N+](=O)[O-])c(=O)oc3ccccc23)cc1	-0.9%	-8%	7%	8%	i	42	1%	-0.2%	1.1	5.6%
25	Oc1cccc2ccc(Nc3ccccn3)nc12	0.4%	x	-21%	-5%	i	26	47%	-2.5%	1.2	-3.5%

Remaining list, next part
item	molecule	UTI89 phage lysis	human PMI inhibition	P. falciparum M17LAP	P. falciparum M1AAP	T cell HTS	T cell HTS vesicle-bound %	PMI inhibition	West Nile antiviral	TNAP activation fold	RSV antiviral HEp-2
26	O=C(Nc1ccc2[nH]ncc2c1)c1ccccc1Cl	0.2%	x	x	x	i	44	x	0.1%	x	0.8%
27	CCN(CC)c1nc(C)nc2c1sc(=S)n2C	0.3%	-4%	-2%	2%	i	47	-4%	0.0%	1	7.0%
28	Cc1ccc(NC(=O)c2ccc(NCCCN3CCC(C)CC3)c([N+](=O)[O-])c2)cc1F	0.2%	-24%	-9%	0%	i	22	-20%	0.1%	1	-3.8%
29	C=CCc1cc(/C=C2/NC(=S)NC2=O)cc(OC)c1O	1.9%	9%	12%	21%	i	30	15%	x	0.8	19%
30	O=C(CN1C(=O)c2ccccc2S1(=O)=O)Nc1ccccc1	3.9%	11%	25µM*	7%	i	45	9%	-0.1%	1	0.9%
31	Nc1ccc(N2CCCCC2)c(S(=O)(=O)Nc2ccc(Cl)cc2)c1	0.1%	x	-6%	0%	i	58	x	-0.5%	x	3.8%
32	CCCCCc1ccc(-c2nnc(N)s2)cc1	-0.4%	9%	11%	3%	i	60	5%	1.2%	1.1	1.8%
33	COC(=O)c1c(NC(=O)c2ccccc2)sc2c1CC(C)(C)NC2(C)C	1.3%	10%	-4%	3%	i	28	2%	x	1.1	-1.9%
34	O=C(NCc1ccccc1Cl)c1ccc[nH]1	-0.4%	-8%	-1%	-2%	i	34	-10%	-0.4%	1	0.9%
35	CCOC(=O)c1ccc(NC(=O)C(=O)NCc2ccco2)cc1	-1.9%	-1%	17%	7%	i	19	-6%	0.7%	1.1	-0.1%
36	O=C(O)CC(C(=O)Nc1ccc(Cl)c(Cl)c1)C1CCCO1 (stereo not drawn)	1.0%[50 µM]	11%	36%	0%	i	15	4%	-0.3%	1	-0.4%
37	CC(C)C(O)(C#CCN1CCCCCC1)c1ccccc1 (stereo not drawn)	0.8%	-4%	15%	9%	i	45	-4%	-0.9%	1.1	-0.7%
38	Cc1ccccc1Cn1ccc(NC(=O)c2cnn3cccnc23)n1	2.4%	10%	-1%	7%	i	18	10%	-0.5%	1.1	11%
39	CN(C)CCCNC(=S)/N=c1\sccn1Cc1ccccc1Cl	0.0%	x	x	x	i	20	x	0.1%	x	0.2%
40	Cc1ccccc1NC(=S)NC(=O)CCc1ccccc1	0.6%	12%	2%	9%	i	37	1%	0.1%	1.1	1.0%
41	Cc1cc(N/N=C/c2ccc(O)cc2)nc(NS(=O)(=O)c2ccccc2)n1	0.2%	13%	8%	1%	i	23	7%	1.6%	1.1	1.9%
42	CCOc1ccc(Cl)cc1S(=O)(=O)N1CCC(C(=O)NCc2ccco2)CC1	i	x	x	x	i	7	x	-0.3%	x	4.0%
43	Fc1ccccc1N1CCN(Cc2cccnc2)CC1	0.1%	-18%	12%	0%	i	40	-15%	-0.7%	1.1	1.1%
44	O=C1C(c2ccc(F)cc2)N(Cc2ccc3c(c2)OCO3)C(=O)CN1C1CCCCC1 (stereo not drawn)	5.4%	0%	-11%	-4%	i	29	5%	0.4%	1.1	-0.9%
45	C/C(=N\NC(=O)c1ccncc1)c1ccc(NC(=O)c2ccc(Cl)cc2)cc1	0.1%	x	x	x	i	65	x	0.2%	x	0.1%
46	Cn1c(CO)c(-c2ccccc2)c2cc([N+](=O)[O-])ccc21	0.1%	19%	-9%	4%	i	46	15%	0.3%	1	12%
47	CCC(C)c1c(O)nc(SCC(=O)N2CCCCCC2)[nH]c1=O (stereo not drawn)	0.2%	x	x	x	i	21	x	-0.8%	x	-0.7%
48	C#CCOc1c(Cl)cc(/C=C2/C(=O)ON=C2C)cc1OCC	1.1%	x	x	x	i	21	x	-0.2%	x	0.3%
49	C=C(C)CSc1nnc(-c2ccccc2)n1N	-0.1%[50 µM]	2%	12%	4%	i	31	4%	x	1	4.1%
50	O=C(CCC1N=C2c3ccccc3N=C(SCc3cccc(Cl)c3)N2C1=O)NCc1ccco1 (stereo not drawn)	-0.4%	3%	12%	16%	i	50	5%	2.2%	1.1	14%

Next section:
item	molecule	UTI89 phage lysis	human PMI inhibition	P. falciparum M17LAP	P. falciparum M1AAP	T cell HTS	T cell HTS vesicle-bound %	PMI inhibition	West Nile antiviral	TNAP activation fold	RSV antiviral HEp-2
51	O=S1(=O)C=CC(Sc2nc3ccccc3[nH]2)C1 (stereo not drawn)	0.2%	-9%	-7%	0%	i	31	-7%	-0.2%	1.1	0.6%
52	CCCC(=O)Nc1nn(CC)c2nc3ccc(C)cc3cc12	0.1%	x	x	x	i	59	x	-0.7%	x	0.7%
53	CCOC(=O)C1=C(C)NC(=O)NC1c1ccco1 (stereo not drawn)	6.6%	-12%	7%	7%	i	12	-11%	0.6%	1.1	0.4%
54	CC1CCC(NC(=O)CCNS(=O)(=O)c2ccc3c(c2)CCC(=O)N3)CC1 (stereo not drawn)	0.5%	x	x	x	i	42	x	0.9%	x	0.3%
55	O=C1C=C(c2ccccc2)CCC1	0.8%	x	x	x	i	11	x	0.3%	x	0.1%
56	COC(=O)CCC(=O)OC1(C)C(=O)C2=CN(C3CCCC3)C(c3ccc(OC)cc3)=CC2=C(Br)C1=O (stereo not drawn)	0.1%	x	3%	3%	i	46	x	-0.3%	x	0.9%
57	O=C1CN(C(=O)COC(=O)CCSc2ccccc2Cl)c2ccccc2N1	-2.3%	7%	-4%	5%	i	51	7%	x	1.2	3.2%
58	CC(NC(=O)COC(=O)C1CCN(S(=O)(=O)c2ccccc2C(F)(F)F)CC1)c1ccccc1 (stereo not drawn)	-0.2%	0%	-8%	-1%	i	6	-1%	0.1%	1	1.1%
59	CCOCCCNC(=O)C(NC(=O)c1ccccc1O)c1ccc(C)cc1 (stereo not drawn)	0.4%	0%	-5%	6%	i	17	-1%	-0.3%	1	-0.3%
60	Cc1ccc2nc(NC(=O)CNS(=O)(=O)c3ccc(Br)s3)sc2c1	-2.1%	9%	-11%	4%	i	54	3%	-0.7%	1.1	7.5%

Source: PubChem
